Screening results (PubChem)
HT1080-NT tox: qHTS for induction of synthetic lethality in tumor cells producing 2HG: qHTS for the HT-1080-NT fibrosarcoma cell line | HT-1080-NT fibrosarcoma viability, CellTiter-Glo ATP luminescence, 48 h | Potency, µM (doses to about 46.1 µM), for the others: at the highest dose activity, negative = less viability, usual class: cytotoxic | 360,000 tested, 1.6% active | AID 686970, 2013;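 further: NT is the 2HG producing partner of a matched IDH1 knockdown line; potency means the concentration at half of the fitted maximal effect; 0% = DMSO-treated cells and -100% = media-only wells without cells; nearly all actives have a fitted effect of over 55% in size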
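Viability of the 2HG-overproducing fibrosarcoma line after 48 hours of compound exposure at 37 degrees C was determined by luminescence with CellTiter-Glo, and concentration-effect curves were then fitted and categorized.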
IL1B secr inh: qHTS for Inhibitors of Inflammasome Signaling: IL-1-beta AlphaLISA Primary Screen | THP-1 LPS/ATP IL-1B secretion, AlphaLISA, 16 h; active compounds read low | activity change, % at 57.5 µM | 360,000 tested, 4.7% active; in the data active means activity change below about -50%; inconclusive means mostly about -30% to -49%; further: on the % scale 0 is the no-effect control and ±100 the full control effect
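Secreted IL-1B measured by AlphaLISA bead assay after 16 h compound exposure of THP-1 cells; compounds (final up to 57.5 uM) added 1 h before LPS (250 ng/mL) and ATP (1.25 mM) stimulation; lower signal means less secretion.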
KB-3-1 cytotox: qHTS assay for MDR1-selective chemotherapeutics: Primary screen using the parental adenocarcinoma cell KB-3-1; Potency, µM (highest dose often 46.1 µM), inactives show at the highest dose activity change, negative = cytotoxic, most hits filed as cytotoxic; KB-3-1 viability, CellTiter-Glo ATP luminescence, 72 h; 400,000 tested, 1.4% active; further: potency means the concentration at half of the fitted maximal effect; on the % scale 0 is the no-effect control and ±100 the full control effect; nearly all actives have a fitted effect of over 60% in size
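Luminescent ATP read-out (CellTiter-Glo) measures survival of drug-naive KB-3-1 cells after 72 h compound exposure at 37 °C. Titration series was screened from lowest to highest concentration, with DMSO vehicle plates as background controls.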
KB-V1 cytotox: qHTS assay for MDR1-selective chemotherapeutics: Primary screen using the drug-selected MDR subline cells KB-V1 | KB-V1 MDR cells viability, CellTiter-Glo, 72 h | Potency, µM (doses to about 46.1 µM), for the others: at the highest dose activity change, negative = cytotoxicity, most hits filed as cytotoxic | 400,000 tested, 3.4% active | AID 1347076, 2019; further: potency means the concentration at half of the fitted maximal effect; on the % scale 0 is the no-effect control and ±100 the full control effect; nearly all actives have a fitted effect of over 60% in size
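qHTS viability screen in drug-selected KB-V1 MDR cells: 72 h compound treatment at 37 degrees C, ATP luminescence end point.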
SW480 rereplic: A quantitative high throughput screen for small molecules that induce DNA re-replication in SW480 colon adenocarcinoma cells; SW480 DNA re-replication, Hoechst DNA content imaging, 48 h; AID 624297, 2012; Potency, µM (series often up to 46.1 µM), inactives show top-dose re-replication activation, hits mostly activators; 340,000 tested, 1.8% active; further: potency means the concentration at half of the fitted maximal effect; % of control where 0% means no effect; nearly all actives have a fitted effect of over 55% in size
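Quantitative HTS format with DMSO vehicle controls; 48 hr drug incubation at 37 C, then 40 min Hoechst staining and scanning imager measurement at 405 nm excitation.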
ATXN viability: Viability Counterscreen for Primary qHTS for Inhibitors of ATXN expression. Potency, µM (top dose mostly 56.7 µM), actives largely listed as cytotoxic. S2 cells (HEK-293 line with an ATXN2-luciferase reporter) viability, CellTiter-Fluor protease fluorescence, 24 h. 400,000 tested, 0.49% active; further: potency means the concentration at half of the fitted maximal effect; nearly all actives have a fitted effect of over 40% in size
MCF10A rerep: A quantitative high throughput screen for small molecules that induce DNA re-replication in MCF 10a normal breast cells | MCF 10A DNA re-replication, Hoechst nuclear intensity, 48 h | Potency, µM (series often up to 46.1 µM), for the others: at the highest dose activity, positive = re-replication, most hits filed as activators | 350,000 tested, 2.9% active | AID 624296, 2012; further: potency means the concentration at half of the fitted maximal effect; % of control where 0% means no effect; nearly all actives have a fitted effect of over 50% in size
ATXN2 expr inh: Primary qHTS for Inhibitors of ATXN expression; HEK-293 ATXN2-luciferase reporter, luminescence, 24 h; Potency, µM (doses to about 57 µM), without a hit: at the highest dose activity change, negative = inhibition, usual class: inhibitors; 360,000 tested, 0.72% active; AID 1745845, 2022; further: potency means the concentration at half of the fitted maximal effect; on the % scale 0 is the no-effect control and ±100 the full control effect; nearly all actives have a fitted effect of over 55% in size
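ATXN2-luciferase reporter cells (luciferase flanked by upstream and downstream ATXN2 gene portions) were treated 24 h at 37 °C with compounds at up to 57 uM. SteadyGlo luminescence gave expression; GF-AFC fluorescence gave viability.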
HT1080 IDH1KD tx: qHTS for induction of synthetic lethality in tumor cells producing 2HG: qHTS for the HT-1080-IDH1KD cell line. Potency, µM (titrated, usually from 46.1 µM), inactives show at the top dose activity, negative = toxicity, actives largely listed as cytotoxic. 360,000 tested, 2% active. HT-1080 IDH1 knockdown viability, ATP luminescence, 48 h. AID 686971, 2013;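 further: potency means the concentration at half of the fitted maximal effect; 0% = DMSO wells and -100% = cell-free medium wells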
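Assay cells: HT-1080 with IDH1 knockdown, 750 per well, RPMI/5% FBS. Exposure: 48 h at 37 °C following 2 h pre-incubation. Read: CellTiter-Glo luminescence; fitted concentration-response, curve class assigned.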
* = called active by the depositor; i = inactive; ? = inconclusive; . = not tested or not shown; & = joins results of further samples; [ ] = dose if it differs, or a comment. Unless noted, the call rests on the fitted dose curve; in most records, active means well fitted curve in the direction sought with a large enough effect; inconclusive means small, poorly fitted or top-dose-only effect, or another doubt; inactive means no such curve, though single readings can be large; an effect the other way counts as inactive or inconclusive.

#	Structure	KB-V1 cytotox	IL1B secr inh	KB-3-1 cytotox	HT1080 IDH1KD tx	ATXN2 expr inh
1	CCOc1cc(C(c2c(C)[nH][nH]c2=O)c2c(C)[nH][nH]c2=O)cc([N+](=O)[O-])c1O	14%	-13	9%	3%	-12%
2	Cc1ccc(-n2nc(C)c3c(C)cc(=O)n(CC(=O)NC(C)c4ccccc4)c32)cc1 (stereo not drawn)	8%	.	-15%	.	-6%
3	Cc1ccc(Cn2c(C(C)Nc3nc(-c4ccc(Cl)c([N+](=O)[O-])c4)cs3)nc3cc(C(F)(F)F)ccc32)cc1 (stereo not drawn)	-7%	-1	-9%	-4%	11%
4	CC(C)[C@H]1CN(C)CCN1Cc1cn(C)nc1-c1cccc(Cl)c1	11%	-12	1%	14%	.
5	O=C(Nc1ccc(Br)c(C(F)(F)F)c1)c1ccc(C(F)(F)F)cc1	?	.	?	13µM*	?
6	Cc1ccc([C@@H]2[C@@H]3C(=O)N(C)C(=O)[C@@H]3[C@]3(Cc4ccccc4)C(=O)N(Cc4ccccn4)CC(=O)N23)o1	10%	0	0%	11%	9%
7	FC(F)(F)c1cc(N2CCOCC2)nc(-c2ccccc2)n1	-1%	-10	-12%	-3%	-6%
8	NS(=O)(=O)OCCCCCc1ccccc1	24%	14	-7%	2%	12%
9	C[C@@H]1CCCCO[C@H](CN(C)Cc2ccc(Cl)c(Cl)c2)[C@H](C)CN([C@@H](C)CO)C(=O)c2cc(NC(=O)Nc3ccc(F)cc3)ccc2O1	0%	?	?	?	?
10	Cc1ccc(S(=O)(=O)N2CCOCC2)cc1C(=O)OCC(=O)Nc1ccc(Cl)cn1	4%	41	1%	-10%	.
11	O=C(O)C1CCCCC1C(=O)NCCCN1CCOCC1 (stereo not drawn)	4%	26	2%	19%	-4%
12	O=c1oc2ccccc2c2c1C(O)CO2 (stereo not drawn)	3%	1	0%	1%	-4%

#	ATXN viability	SW480 rereplic	HT1080-NT tox	MCF10A rerep
1	i	-5%	0%	3%
2	i	.	.	.
3	i	0.92µM*	-4%	-31%[inhibitor]
4	i	-3%	2%	2%
5	i	?	21µM*	15µM*
6	i	-50%[inhibitor]	11%	-5%
7	i	0%	-1%	-6%
8	i	-4%	-1%	2%
9	?	.	-28%	.
10	i	.	-2%	.
11	i	0%	15%	0%
12	i	-8%	6%	-26%

Some of the entries so far, with each value named.
11) O=C(O)C1CCCCC1C(=O)NCCCN1CCOCC1 (stereo not drawn)
  KB-V1 cytotox: 4%	IL1B secr inh: 26	KB-3-1 cytotox: 2%	HT1080 IDH1KD tx: 19%	ATXN2 expr inh: -4%	ATXN viability: i	SW480 rereplic: 0%	HT1080-NT tox: 15%	MCF10A rerep: 0%

12) O=c1oc2ccccc2c2c1C(O)CO2 (stereo not drawn)
  KB-V1 cytotox: 3%	IL1B secr inh: 1	KB-3-1 cytotox: 0%	HT1080 IDH1KD tx: 1%	ATXN2 expr inh: -4%	ATXN viability: i	SW480 rereplic: -8%	HT1080-NT tox: 6%	MCF10A rerep: -26%

Next entries
#	Structure	KB-V1 cytotox	IL1B secr inh	KB-3-1 cytotox	HT1080 IDH1KD tx	ATXN2 expr inh
13	Cc1ccc(NC(=O)CCCn2nc(C)c3c(C)n(-c4ccccc4)nc3c2=O)c(Cl)c1	?	16	0%&22%	1%	6%
14	O=C(/C=C/c1ccccc1)Nc1cc(S(=O)(=O)N2CCOCC2)ccc1N1CCCC1	-10%	-20	0%	-2%	4%
15	CCOC(=O)c1c(C)nc2sc3c(=O)n(-c4ccc(C(C)=O)cc4)cnc3c2c1-c1ccc(OC)cc1	-8%	37	0%	16%	7%
16	N/C(=N\OC(=O)c1cccc(F)c1)c1ccccc1	0%	-1	0%	7%	59%[activator]
17	Cn1cc([N+](=O)[O-])c(C(=O)Nc2nccs2)n1	-30%	-98*	0%	?	.
18	COc1cccc(N=Nc2c(N)[nH]n3c(=O)cc(-c4ccccc4)nc23)c1	?	-2	?	?	?
19	COc1ccc(NS(=O)(=O)c2ccc3oc(SC(C)C(N)=O)nc3c2)cc1 (stereo not drawn)	.	-12	.	-23%	-17%
20	COC(=O)c1ccn(-c2nc(-c3ccco3)cc(C(F)(F)F)n2)n1	1%	1	0%	3%	-17%
21	CC(C)(C)C(=O)Nc1nnc(SCC(=O)Nc2ccc3c(c2)OCO3)s1	-19%	16	12%	0%	-5%
22	COc1ccc(-c2nc(SCC(=O)NC3CCCCC3)n[nH]2)cc1	?	0	?	-21%	-14%
23	CCOC(=O)c1c(-c2ccc(OC)cc2)nc2nonc2c1N	13µM*	29	?	4%	0%
24	CCCCC(=O)Nc1nc(C)c(C(C)=O)s1	4%	-7	19%	1%	19%

#	ATXN viability	SW480 rereplic	HT1080-NT tox	MCF10A rerep
13	i	-6%	-1%	-1%
14	i	-1%	1%	?
15	i	-8%	12%	-5%
16	i	-1%	-7%	-4%
17	?	?	?	4.6µM*
18	?	4%	?	?
19	i	-9%	?	-10%
20	i	-1%	9%	-1%
21	i	-4%	2%	-5%
22	?	16µM*	-4%	?
23	i	-12%	-3%	-5%
24	i	-9%	11%	-2%

Copied from the list:
In IL1B secr inh, compound 18 shows -2
In KB-V1 cytotox, compound 20 shows 1%

Next section.
#	Structure	KB-V1 cytotox	IL1B secr inh	KB-3-1 cytotox	HT1080 IDH1KD tx	ATXN2 expr inh
25	CN(C)CCCN(C(=O)c1cccs1)c1nc(-c2ccccc2)cs1	9.2µM*	?	9%	?	-9%
26	CCOC(=O)C1=CCN(S(=O)(=O)c2ccc(Br)cc2)C1c1ccc(C)cc1 (stereo not drawn)	?	7	-5%	?	-31%
27	Cc1[nH]nc(-c2ccc(OCc3cnn(-c4ccccc4)c3)c(C)c2O)c1Oc1ccccc1	-17%	11	21µM*	16µM*	-35%
28	Cc1cc(C(=O)NCC(=O)OCC(=O)Nc2ccc(OC(F)F)cc2)ccc1[N+](=O)[O-]	-1%	0	-9%	17%	0%
29	COc1ccc(Cl)c(-c2cc(C(=O)NC(C)C)[nH]n2)c1	3%	-6	0%	5%	10%
30	CCCCC1CCC(C(=O)N2CC(=O)Nc3ccc(C)cc3C2c2ccc(F)cc2)CC1 (stereo not drawn)	?	.	-13%	.	0%
31	Cc1c(/C(O)=C2\C(=O)C(=O)N(CCN(C)C)C2c2cccnc2)cnn1-c1ccccc1 (stereo not drawn)	?	31	17%	23%	0%
32	Cc1ccc(NC(=O)COn2nnc3ccc(S(=O)(=O)N(C)C)cc32)cc1F	6%	-4	23%	1%[9.24 µM]	7%
33	CCCc1n(CC(O)COCc2ccccc2)c2ccccc2[n+]1C (stereo not drawn)	-11%	9	-26%	5%	4%
34	CC1(C)N=C(SCC(=O)Nc2ccc(Cl)cc2Cl)C(c2ccccc2)=N1	21µM*	-87*	1%	-2%	-2%
35	O=C(CSc1nc(-c2ccccc2)cc(C(F)(F)F)n1)NCc1ccco1	?	3	?	9%	2%
36	C#CCSc1nc2sc3c(c2c(=O)n1C)CCC3	-20%	-2	13%	11%	-17%

#	ATXN viability	SW480 rereplic	HT1080-NT tox	MCF10A rerep
25	i	?	?	?
26	i	.	-24%	.
27	?	?	21µM*	16µM*
28	i	.	11%	-6%
29	?	.	?	.
30	?	.	.	.
31	i	-6%	14%	-2%
32	?	-4%	-22%	8%
33	i	0%	3%	0%
34	i	3%	0%	?
35	i	0%	0%	?
36	i	-16%	11%	6%

Some of these compounds in order of the SW480 rereplic value, smallest number first.
cpd | compound | IL1B secr inh | SW480 rereplic
36 | C#CCSc1nc2sc3c(c2c(=O)n1C)CCC3 | -2 | -16%
12 | O=c1oc2ccccc2c2c1C(O)CO2 (stereo not drawn) | 1 | -8%
21 | CC(C)(C)C(=O)Nc1nnc(SCC(=O)Nc2ccc3c(c2)OCO3)s1 | 16 | -4%
34 | CC1(C)N=C(SCC(=O)Nc2ccc(Cl)cc2Cl)C(c2ccccc2)=N1 | -87* | 3%

Next section:
#	Structure	KB-V1 cytotox	IL1B secr inh	KB-3-1 cytotox	HT1080 IDH1KD tx	ATXN2 expr inh
37	CC(C)c1ccc2[nH]c3nc(SCC(=O)NC4CC4)nnc3c2c1	-9%	-16	?	4%	-10%
38	Cc1cc(Nc2ccccc2)nc2cc(O)ccc12	?	29	?	13%	20%
39	CCC(=O)N(Cc1cc2ccccc2[nH]c1=O)c1ccccc1OC	?	21	11%	2%	11%
40	Cc1ccccc1NC(=O)CC1SC(=O)N(c2ccccc2)C1=O (stereo not drawn)	22%	25	12%	-12%	16%
41	c1ccc(-c2nnc(N3CCN(c4ccccc4)CC3)nc2-c2ccccc2)cc1	-20%	14	-1%	10%	5%
42	CC1CCN(CCn2c(=S)[nH]c3ccccc3c2=O)CC1	?	-4	0%	1%	-12%
43	O=C(NC1=NCCS1)c1ccccc1Cl	?	20	18%	8%	15%

#	ATXN viability	SW480 rereplic	HT1080-NT tox	MCF10A rerep
37	i	?	-1%	4%
38	i	?	2%	21µM*
39	i	0%	2%	?
40	i	?	-2%	1%
41	i	-20%	20%	0%
42	i	-1%	11%	2%
43	i	-2%	?	5%
